Screens (PubChem)
OX1R antag: human HCRTR1 antagonism. O43613. CHO/OX1R cells, Fluo-8 calcium fluorescence, orexin A. inhibition, % at 5 µM. 330,000 compounds, 0.43% hits;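 active = inhibition above its plate's threshold, mean inhibition of all tested compounds on the plate plus 3 SD, cut at about 37% in these data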;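 also: 0% = orexin A challenge wells and 100% = SB-334867-A antagonist wells; not every result past the cut was called active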
Target sequence (O43613 whole entry, looked up): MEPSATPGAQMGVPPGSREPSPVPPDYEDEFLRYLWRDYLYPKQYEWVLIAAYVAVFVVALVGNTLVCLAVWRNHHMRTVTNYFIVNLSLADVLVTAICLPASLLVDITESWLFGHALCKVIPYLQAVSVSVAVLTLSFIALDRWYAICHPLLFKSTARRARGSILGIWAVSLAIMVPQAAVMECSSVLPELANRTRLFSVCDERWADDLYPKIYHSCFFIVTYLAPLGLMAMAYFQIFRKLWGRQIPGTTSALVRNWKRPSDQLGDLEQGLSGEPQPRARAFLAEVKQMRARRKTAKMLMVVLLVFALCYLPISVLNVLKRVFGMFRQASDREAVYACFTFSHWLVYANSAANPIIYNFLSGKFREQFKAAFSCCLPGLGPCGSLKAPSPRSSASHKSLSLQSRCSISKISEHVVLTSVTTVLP
CHT PAM: human CHT allosteric activation | B-score at 10 µM | AID 488977 | CHT-expressing cells, membrane potential dye, choline EC20; hits give high values; LV-AA mutant CHT in HEK293 cells | 310,000 compounds, 0.49% hits | Q9GZV3;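 active = initial fluorescence not abnormally high and integrated response B-score, plate-corrected, over 3 SD above library mean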
Target sequence (Q9GZV3 whole entry, looked up): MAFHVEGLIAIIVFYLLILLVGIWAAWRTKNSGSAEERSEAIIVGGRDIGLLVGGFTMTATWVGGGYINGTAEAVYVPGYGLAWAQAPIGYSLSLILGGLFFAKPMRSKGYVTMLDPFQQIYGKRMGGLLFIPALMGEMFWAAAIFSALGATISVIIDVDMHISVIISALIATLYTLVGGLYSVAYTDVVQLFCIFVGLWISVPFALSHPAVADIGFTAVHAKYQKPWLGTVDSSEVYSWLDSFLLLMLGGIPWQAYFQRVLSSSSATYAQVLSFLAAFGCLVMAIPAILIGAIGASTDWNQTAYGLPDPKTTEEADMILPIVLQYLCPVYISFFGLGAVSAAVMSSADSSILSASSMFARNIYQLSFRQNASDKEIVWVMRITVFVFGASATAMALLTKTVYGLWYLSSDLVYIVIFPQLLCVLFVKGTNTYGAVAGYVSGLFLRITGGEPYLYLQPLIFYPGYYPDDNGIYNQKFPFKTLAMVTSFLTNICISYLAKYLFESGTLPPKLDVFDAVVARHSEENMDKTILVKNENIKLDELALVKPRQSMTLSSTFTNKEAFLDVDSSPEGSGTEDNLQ
* = called active by the depositor; i = inactive; x = not tested or not shown; & = joins results of further samples.

SMILES	OX1R antag	CHT PAM
Nc1ccccc1N1CCN(C(=O)c2ccccc2)CC1	-25	i
CCC1C(=O)NCCN1C(=O)CCc1nnc(CCc2ccc(OC)cc2)o1 (configuration not stated)	-13	i
CC(C)C1Nc2ccc(S(=O)(=O)N3CCOCC3)cc2NC1=O (configuration not stated)	-2	i
O=C1CN(C(=O)COc2ccccc2)c2ccccc2N1	-1	i
CC(C)(C)OC(=O)N1CCC(c2c(C(=O)N3CCN(C(=O)c4ccco4)CC3)cnn2-c2ccc(F)cc2F)CC1	-20	i
CN(C)c1cc[n+](CC(=O)Nc2ccc([N+](=O)[O-])cc2Cl)cc1	-30	6.5*
Cn1c(Cc2cccs2)nnc1SCc1nc2ccccc2[nH]1	-22	i
Cc1ccc(CN2C(=O)[C@H]3Cc4c([nH]c5ccccc45)C(C)(C)N3C2=O)cc1	-27	i
O=C1OCCC1Sc1nnc(-c2cccnc2)n1-c1ccccc1F (configuration not stated)	-9	i
Cn1c(=O)oc2cc(S(=O)(=O)CCC(=O)N3CCN(c4ccccc4)CC3)ccc21	-8	i
CCOc1cc(/C=C/C(=O)OCC(=O)NCCN2C(=O)CSC2=O)ccc1OCC(C)C	-17	x
OC1CN=C2Sc3ccccc3N2C1 (configuration not stated)	-3	i
CC1CCN(C(=O)Cn2cc(S(=O)(=O)CC(=O)N3CCOCC3)c3ccccc32)CC1	-7	i
Cc1ccc(S(=O)(=O)/N=C(/c2ccc(F)cc2)N2CCCCC2)cc1	-19	i
COc1ccc(C(=O)COC(=O)c2ccc3c(c2)OCO3)c(OC)c1	-5	x
CCC(C(=O)NCC1CCCO1)N(C(=O)CNS(=O)(=O)c1ccccc1)c1ccc(F)cc1 (configuration not stated)	-5	i
COc1ccc(CNC(=O)C2CCN(S(=O)(=O)N3CCC4(CC3)OCCO4)CC2)c(OC)c1	0	i
CCc1nnc(NS(=O)(=O)c2ccc(N=Cc3c(C)[nH]n(-c4ccc(Cl)cc4)c3=O)cc2)s1	-5	i
CCOc1cc(/C=N\O)cc(Cl)c1OCC	-31	i
O=C(O)c1cn(Cc2ccccc2)c2ccccc2c1=O	-5	i
CS(=O)(=O)N(CC(=O)NC1CC1)c1cccc(F)c1	-20	i
NC(N)=N/N=C/c1cccc([N+](=O)[O-])c1O	0	i
COC(=O)C(C(=O)OC)=C(/C=C/N(C)C)N(C)C	2	i
CCOc1ccc(C2c3[nH]c4ccccc4c3C[C@H]3C(=O)N(C4CCN(Cc5ccccc5)CC4)CC(=O)N23)cc1OC (some centres not stated)	x	i
C=CCOC(=O)/C(=C/c1cccnc1)NC(=O)c1ccccc1	-5	i
CCN(CC)C(=O)CN(c1cc2c(cc1OC)oc1ccccc12)S(=O)(=O)c1ccc(C)cc1	-9	i
O=C1c2cc(F)ccc2-n2c1nc1ccccc1c2=O	-7	i
CCOC(=O)N1CCC(N2C(=O)c3ccccc3C2Nc2ccc(Cl)cn2)CC1 (configuration not stated)	-28	i
COc1ccc([N+](=O)[O-])cc1/C=N/Nc1nn[nH]n1	-2	i
CC(=O)n1cc([C@H]2C=C(C(=O)NCc3ccccc3)O[C@@H](OCc3ccc(CO)cc3)C2)c2ccccc21	-4	i

Looked up one by one from the list above (7):
SMILES	OX1R antag	CHT PAM
CC(=O)n1cc([C@H]2C=C(C(=O)NCc3ccccc3)O[C@@H](OCc3ccc(CO)cc3)C2)c2ccccc21	-4	i
COc1ccc(CNC(=O)C2CCN(S(=O)(=O)N3CCC4(CC3)OCCO4)CC2)c(OC)c1	0	i
O=C(O)c1cn(Cc2ccccc2)c2ccccc2c1=O	-5	i
CCOC(=O)N1CCC(N2C(=O)c3ccccc3C2Nc2ccc(Cl)cn2)CC1 (configuration not stated)	-28	i
C=CCOC(=O)/C(=C/c1cccnc1)NC(=O)c1ccccc1	-5	i
CCN(CC)C(=O)CN(c1cc2c(cc1OC)oc1ccccc12)S(=O)(=O)c1ccc(C)cc1	-9	i
CS(=O)(=O)N(CC(=O)NC1CC1)c1cccc(F)c1	-20	i

(further entries)
SMILES	OX1R antag	CHT PAM
COc1ccc(-c2nnc(SCC3CCCO3)n2C)cc1 (configuration not stated)	1	i
Cc1cccc(NC(=O)C2CCCN(S(=O)(=O)c3c(C)nn(C)c3C)C2)c1 (configuration not stated)	-13	i
O=C1CCNc2c(Cl)cc(Cl)cc21	-8	i
COc1ccccc1C(=O)CN1C(=O)NC2(CCCCCC2)C1=O	-7	x
CN(CC(=O)Nc1ccccc1N1CCOCC1)S(=O)(=O)c1ccc(F)cc1	-19	i
CCN(CC)CCCNC(=O)Cn1nc(-c2ccccc2)ccc1=O	-11	i
O=C(O)C1CC=CCC1C(=O)Nc1ccccc1 (configuration not stated)	-2	i
CCN(CC)C(=O)CSc1nnc(-c2ccccc2)o1	-22	i
N#Cc1cnn2c(-c3cccc([N+](=O)[O-])c3)ccnc12	-4	x
CCN(C(=O)CN1CCCCC1C)c1c(N)n(Cc2ccccc2)c(=O)[nH]c1=O (configuration not stated)	10	x
CCOC(=O)Cn1c(=O)n(CC(=O)OCC)c2ccccc21	-6	i
COc1cc(C#N)ccc1OCC(=O)Nc1ccc(C)c(S(=O)(=O)N2CCOCC2)c1	-20	i
CCOc1cc(C2Nc3ccccc3C(=O)N2c2ccccc2)c(Br)cc1OCC(=O)O (configuration not stated)	-11	i
Cc1cccc(C(=O)Nc2cccc(C(=O)N3CCOCC3)c2)c1	-1	i
N#Cc1ccc(COc2ccc(CCO)cc2-n2nc3ccccc3n2)cc1	6	i
COCCNC(=O)c1cc2ncc(Br)cn2n1	-11	i
CCN(CCn1cccn1)C(=O)c1cc(COc2cc(C)ccc2C)on1	x	i
CSC(=NC#N)N1CCN(C(c2ccccc2)c2ccccc2)CC1	-5	i
CC(=O)c1sccc1NC(=O)c1ccccc1C(=O)O	-4	i
COc1ccc(N2CCOCC2)c(NC(=O)c2cccs2)c1	-17	i
CC(=O)Nc1cc2c(=O)n(Cc3ccccc3)c(C)nc2cc1N1CCOCC1	-14	i
CCc1nc2ccc(C(=O)N(C)CC(=O)Nc3ccc(Cl)c(C(F)(F)F)c3)cc2nc1CC	-44	i
COc1ccc(C2CC(c3cccs3)=Nc3ccccc3S2)cc1OC (configuration not stated)	9	i
O=C1C(Cl)=C(N2CCOCC2)C(=O)N1CCc1ccccc1	0	i
COc1ccc(C(=O)N/N=C/c2ccc3cccc(OCc4ccccc4)c3n2)cc1	-24	i
CC(=O)c1cccc(NC(=O)CCn2c(=S)oc3ccccc32)c1	-11	i
O=C1NCCCC1C(=O)N1CCCCC1 (configuration not stated)	5	i
COCc1cc(C)[nH]c(=O)c1C#N	-9	i
CC(Oc1ccc2c(-c3ccccc3)cc(=O)oc2c1)C(=O)NCC1CCC(C(=O)O)CC1 (configuration not stated)	-17&7	i
CCCOc1ccc(C(=O)CCN2CCCCC2)cc1	-17	i
O=C(c1cc(F)ccc1F)C1CCCN(C(=O)c2ccco2)C1 (configuration not stated)	-15	i
COc1ccc(NC(=O)C2CCC(CNS(=O)(=O)c3cccs3)CC2)cc1 (configuration not stated)	-9	i
COc1ccc(C(CC(=O)N2CCCCC2)NC(=O)C(F)(F)F)cc1 (configuration not stated)	-10	i
Cc1cccc(N(CC(=O)N/N=C/c2ccccc2C(=O)O)S(C)(=O)=O)c1C	-13	i
COc1ccc(OC)c(Nc2cc(C)c3ccccc3n2)c1	-22	i
COCCOC(=O)c1c(C)n(C)c2ccc(OC(=O)c3c(OC)cccc3OC)cc12	-18	i
CCn1nnnc1NC(=O)c1cc(OC)c(OC)c(OC)c1	-13	i
CCOC(=O)c1ccccc1NC(=O)COc1coc(CN2CCc3ccccc32)cc1=O	-24	i
Cn1nc(-c2ccccc2)c(CO)c1Oc1cccc(C(F)(F)F)c1	-15	i
COC(=O)Cc1ccc(Oc2ncc(C(F)(F)F)cc2Cl)cc1	-13	i
O=C(CCNC(=O)c1ccc(Cl)cc1)NCc1cccc(C(F)(F)F)c1	-16	i
CC(=O)c1ccc(NC(=O)CN2C(=O)/C(=C/C=C/c3ccccc3)SC2=S)cc1	-5	i
CS(=O)(=O)c1cccc(C(=O)N(CCc2ccccc2)Cc2cccs2)c1	-9	i
COc1ccc(OCCn2cnc(Cl)c2Cl)cc1	-15	i
CCOC(=O)[C@@H]1[C@H]2COc3ccccc3[C@@H]2N2C(=O)N(c3cccc(C)c3)C(=O)[C@]12C	-18	i
NNC(=O)C1CC1c1ccc(Cl)cc1 (configuration not stated)	-33	i
Cc1cc(C)cc(N2C(=O)CC(n3nc(C)cc3C)C2=O)c1 (configuration not stated)	-9	i
Cc1cc(N2C(=O)C(O)=C(C(=O)c3ccco3)C2c2cccc(Oc3ccccc3)c2)no1 (configuration not stated)	-29	i
Cc1ccc(Nc2nc3c(c(=O)[nH]2)CCCC3)cc1	-23	i
CN1CCN(S(=O)(=O)c2cccc(C(=O)Nc3cc(C(F)(F)F)ccc3N3CCCCC3)c2)CC1	-24	i
CC1(C)CC(=O)C=C(NCCN2CCN(C(=S)Nc3ccccc3)CC2)C1	-13	i
O=[N+]([O-])c1cccnc1SCc1ccccc1	-9	i
Cc1cccc(NC(=S)N(c2ccccc2)C(C)C)c1C	-16	i
NS(=O)(=O)c1ccc(O)c(NC(=O)c2ccc([N+](=O)[O-])cc2)c1	-12	i
COC(=O)c1nn(-c2ccc(OC)cc2)ccc1=O	-1	i
CCOC(=O)CCCCCC(=O)Nc1ccc2c(c1)C(=O)N([C@H](C)CO)C[C@@H](C)[C@H](CN(C)Cc1ccc3c(c1)OCO3)O2	-20	x
CCOC(=O)CCc1c(C)c(C#N)c2nc3ccccc3n2c1-n1cnc2ccccc21	-34	i
CC1(C)Cc2cccc(OCC(=O)N3CCN(c4ccccc4)CC3)c2O1	-18	i
CCOc1nc(-c2ccc(OC)cc2)ccc1-c1noc(-c2cc(OC)c(OC)c(OC)c2)n1	-12	i
O=c1ccc2cc(S(=O)(=O)N3CCN(c4ccccc4)CC3)ccc2[nH]1	-19	i
(listing goes on)
SMILES	OX1R antag	CHT PAM
CCCn1c(CCC(=O)O)nc2cc(S(N)(=O)=O)ccc21	-11	i
CC1CC(C)CN(CCCn2c(=S)[nH]c3ccccc3c2=O)C1 (configuration not stated)	-16	i
CC/C(=N/NC(=O)CNc1ccc(Cl)cc1C)c1ccccc1	1	i
NC1=NC(=O)/C(=C/c2cn(CCC(=O)O)nc2-c2ccc(Cl)cc2)S1	-10	i
Cc1cc(C)cc(N(CC(=O)NC2CCCC2)C(=O)C2(C)CC(=O)N=C3C=CC=CN32)c1 (configuration not stated)	-1	i
O=C(NC12CC3CC(CC(C3)C1)C2)c1cccnc1	-7	i
CCCC1S/C(=N/N=C/c2ccc(OC)cc2)N(Cc2ccccc2)C1=O (configuration not stated)	-24	i
OC1C[N+]2(CCCCC2)C1	7	i
CCOc1ccc(C2C(C(=O)c3ccco3)=C(O)C(=O)N2Cc2cccnc2)cc1OC (configuration not stated)	-11	i
CN(CCCNC(=O)Cn1cc2c(n1)CCCC2)C1CCCCC1	4	i
COc1ccc(CC(=O)Nc2cc(=O)n(C)c(=O)n2C)cc1OC	6	i
CCOC(=O)N1CCC(NC(=O)c2cc(COc3c(C)cccc3C)on2)CC1	-12	i
Cc1cc(NC(=O)CCN2C(=O)C3C4C=CC(C4)C3C2=O)ccc1Br (configuration not stated)	-25	i
O=C(COc1ccc(Cl)cc1Cl)NCCCNC(=O)c1cnccn1	-6	i
Cc1cc(C)n(C(=O)c2ccc([N+](=O)[O-])c(Cl)c2)n1	-6	i
Cc1ccc(NC(=O)c2sccc2-n2cccc2)c(C)c1	-34	i
Nc1nnnn1/N=C/c1ccc(N2CCCCC2)c([N+](=O)[O-])c1	-11	i
COc1cc(OC)cc(C(=O)NC(=S)Nc2cc3oc4ccccc4c3cc2OC)c1	0	i
COc1ccc(-c2cn3cc(C(=O)NN)ccc3n2)cc1	57*	i
CCCCS(=O)Cc1ccccc1 (configuration not stated)	-14	i
CCC(=O)c1ccc(OCC(=O)NC2CCCC2)cc1	-13	x
COc1ccc(/C=C/C(=O)Nc2ccccc2C(=O)NCC(c2ccc(OC)cc2)N(C)C)cc1 (configuration not stated)	-32	i
CCCn1nc(C(=O)NNC(=O)Cc2ccc(S(=O)(=O)N3CCOCC3)s2)c2ccccc2c1=O	-12	i
O=C(O)CCC(=O)c1ccc2c(c1)OCCCO2	-11	i
CCOC(=O)CSc1nc2c(cnn2-c2ccc(F)cc2)c(=O)[nH]1	-18	i
CCN(CC(=O)Nc1ccccc1C(F)(F)F)C(=O)CCS(=O)(=O)c1ccc(Cl)cc1	-17	i
CCOc1ccc(C(=O)Cn2cnnc2C#N)cc1	-23	i
Cc1nnc(Cl)c2nn(-c3ccccc3)c(C)c12	-7	i
O=c1oc2cc(O[C@@H]3OC[C@@H](O)[C@H](O)[C@H]3O)ccc2c2ccccc12	-3	i
O=c1cc(CO)oc(C(Nc2ccccn2)c2ccccc2F)c1O (configuration not stated)	-2	i
CCOc1nc2cnccc2n(CC(=O)Nc2cccc(C)c2)c1=O	-8	i

6 entries from above, sorted by heavy-atom count, low to high.
SMILES	OX1R antag	CHT PAM
CCOc1ccc(C(=O)Cn2cnnc2C#N)cc1	-23	i
Nc1nnnn1/N=C/c1ccc(N2CCCCC2)c([N+](=O)[O-])c1	-11	i
O=c1cc(CO)oc(C(Nc2ccccn2)c2ccccc2F)c1O (configuration not stated)	-2	i
COc1ccc(C2CC(c3cccs3)=Nc3ccccc3S2)cc1OC (configuration not stated)	9	i
COc1cc(OC)cc(C(=O)NC(=S)Nc2cc3oc4ccccc4c3cc2OC)c1	0	i
CCOc1cc(/C=C/C(=O)OCC(=O)NCCN2C(=O)CSC2=O)ccc1OCC(C)C	-17	x
